Screening results (PubChem)
Bim-Bfl-1 = human Bim-Bfl-1 interaction inhibition. Q16548. inhibition, % at 10 µM. AID 1008. 190,000 compounds, 0.12% hits. Bead-based flow cytometry, Bim-Bfl-1 binding inhibition;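 note: 0% = wells without compound plus tracer and 100% = blocker peptide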
Bim-Bcl-W = inhibitors of Bim-Bcl-W interaction, human. Q92843. bead-based flow cytometry, Bim peptide-Bcl-W binding. inhibition, % at 10 µM. 190,000 compounds, 0.02% hits. AID 952;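 note: 0% = bound tracer without compound and 100% = peptide blocker; higher means less fluorescent Bim peptide bound to Bcl-W beads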
Target sequence (Q92843 whole entry, looked up): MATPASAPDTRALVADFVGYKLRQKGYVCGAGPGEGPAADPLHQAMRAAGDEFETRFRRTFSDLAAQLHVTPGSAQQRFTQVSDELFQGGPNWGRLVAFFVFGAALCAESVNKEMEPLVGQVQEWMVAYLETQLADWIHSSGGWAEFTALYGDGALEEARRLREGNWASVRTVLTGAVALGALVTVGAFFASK
Cdc42 wt = human Cdc42 wildtype GTP binding change, either direction. P60953. GST-Cdc42 beads, Bodipy-GTP binding, flow cytometry; actives lie on both sides. percent activity (GTP binding), % at 10 µM. 190,000 compounds, 0.2% hits. AID 761;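 active = percent activity GTP binding at least 20 points away from the 100% baseline, either down as inhibitor or up as activator; inconclusive = compound flagged as likely green fluorescent from well-wide comparison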;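 note: median bead fluorescence of bound Bodipy-FL-GTP at 100 nM; 0% = excess unlabeled GTP control and 100% = no compound control; below 100% means less GTP binding so inhibitor and above means activator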
Target sequence (P60953 whole entry, looked up): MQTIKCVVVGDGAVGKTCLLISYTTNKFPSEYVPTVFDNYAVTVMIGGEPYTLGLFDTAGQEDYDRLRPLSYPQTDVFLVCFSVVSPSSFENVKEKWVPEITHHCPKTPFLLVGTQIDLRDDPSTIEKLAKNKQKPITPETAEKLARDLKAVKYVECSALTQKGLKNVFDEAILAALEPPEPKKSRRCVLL
Bcl-XL Bim block = human Bim-Bcl-XL interaction inhibition; Q07817; Bim peptide-Bcl-XL binding, bead flow cytometry, fluorescence; inhibition, % at 10 µM; 190,000 compounds, 0.04% hits; AID 1007
Rab2 wt GTP = changes GTP binding to wildtype dog Rab2A, up or down | GST-Rab2 wt beads, Bodipy-GTP binding, flow cytometry | GTP binding activity, % at 10 µM | 190,000 compounds, 0.19% hits;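 active = GTP binding activity at least 20 points away from 100%, either lowered or raised; inconclusive = signal likely due to the compound's own green fluorescence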;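 note: 0% = beads with excess unlabeled GTP and 100% = no-compound control corrected for plate trend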
Rac1 wt GTP bind = human Rac1 wildtype GTP binding, inhibitors and activators. GST-Rac1 beads, fluorescent GTP binding, flow cytometry; actives lie on both sides; 0 = cold GTP competed, 100 = untreated. GTP binding activity (% of control), % at 10 µM. P63000. 190,000 compounds, 0.27% hits;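 active = GTP binding activity at least 20 points away from the 100% control level, either lower or higher; inconclusive = compound flagged as likely green fluorescent, judged across all proteins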
Bim-Bcl-2 = disrupts Bim peptide binding to human Bcl-2. P10415. inhibition, % at 10 µM. AID 950. Bead-based flow cytometry, Bim peptide-Bcl-2 binding. 190,000 compounds, 0.06% hits; in the data active = inhibition above about 40%; inconclusive = no clear call, values can overlap the other calls;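 note: 0% = no compound wells with probe peptide and 100% = reference peptide inhibitor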
Target sequence (P10415 whole entry, looked up): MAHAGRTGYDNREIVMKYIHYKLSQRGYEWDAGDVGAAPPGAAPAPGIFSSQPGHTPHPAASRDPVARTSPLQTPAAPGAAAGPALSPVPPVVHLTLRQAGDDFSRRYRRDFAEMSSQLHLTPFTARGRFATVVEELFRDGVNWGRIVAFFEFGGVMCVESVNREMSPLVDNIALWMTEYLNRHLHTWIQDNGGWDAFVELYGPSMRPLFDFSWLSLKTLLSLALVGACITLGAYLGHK
Bim-Bcl-B = disrupts Bim peptide binding to human Bcl-B | Q9HD36 | bead-based flow cytometry | inhibition, % at 10 µM | 190,000 compounds, 0.073% hits;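 note: 0% = tracer peptide without compound and 100% = reference inhibitor peptide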
Rac1 act GTP bind = modulators of GTP binding to human Rac1 activated mutant; 190,000 compounds, 0.11% hits; P63000; GST-Rac1 activated beads, fluorescent GTP binding, flow cytometry; actives lie on both sides; 100% means binding = to untreated wells; percent activity (GTP binding), % at 10 µM;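 active = GTP binding at least 20 percentage points away from the 100% baseline, in either direction, so actives lie on both sides; inconclusive = Compound likely fluorescent itself, or too few beads counted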
HRas wt GTP bind = modulators of GTP binding to human HRas wildtype; GTP binding activity, % at 10 µM; 190,000 compounds, 0.14% hits; P01112; AID 759; GST-Ras wt beads, Bodipy-FL-GTP binding, flow cytometry; actives lie on both sides;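 active = GTP binding activity at least 20% away from the 100% baseline, either lowered as inhibitor or raised as activator; inconclusive = flagged as likely green fluorescent, judged across all proteins in the well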;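 note: 0% = unlabeled GTP competition control and 100% = no-compound control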
Rab7 wt GTP bind = alters GTP binding to wildtype dog Rab7; GST-Rab7 beads, fluorescent GTP binding, flow cytometry; actives lie on both sides; untreated = 100%, excess cold GTP = 0%; GTP binding activity (percent of control), % at 10 µM; 190,000 compounds, 0.055% hits; AID 758;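 active = fluorescent GTP binding to Rab7 beads changed by at least 20 points from the 100% baseline, either direction, mostly lower; inconclusive = compound itself probably fluorescent, or too few beads counted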;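 note: median green fluorescence of bound Bodipy-FL-GTP per Rab7 bead population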
The depositor's hits bear a star; ? = inconclusive; . = not tested or not shown. Cut-off read from the data, not from the text of the source, unless noted: active = inhibition above about 40%.

Bim-Bfl-1,Bim-Bcl-W,Cdc42 wt,Bcl-XL Bim block,Rab2 wt GTP,Rac1 wt GTP bind,Bim-Bcl-2,Bim-Bcl-B,Rac1 act GTP bind,HRas wt GTP bind,Rab7 wt GTP bind,canonical_smiles
4,-7,104,-11,103,104,0,-3,102,103,103,CCOc1ccc(-n2c(Cc3ccccc3)nnc2SCc2c(C)noc2C)cc1
-5,-1,102,0,102,104,-4,-3,98,101,107,Cn1c(N)c(S(=O)(=O)N2CCN(Cc3ccccc3)CC2)c(=O)n(C)c1=O
-18,0,105,-7,101,110,-8,-6,101,101,102,Cn1c(=O)[nH]c(=O)c2c1nc(N1CCCCCC1)n2CCN1CCCCCC1
-2,-1,102,-5,101,107,0,-5,101,103,103,C=CCn1c(C(C)NC(=O)C(C)(C)C)nc2ccccc21 (stereo not given)
-2,0,102,-5,96,98,-2,-2,98,97,100,CC(C)(C)OC(=O)N/N=C\C=C\c1ccc2c(c1)OCO2
-1,0,100,0,103,102,-4,0,101,101,103,CCc1ccc2oc(=O)cc(CN3CCN(c4ccc(F)cc4)CC3)c2c1
3,0,99,0,101,105,4,1,98,98,97,Cc1c(C(=O)Oc2cccc3ccccc23)cnn1-c1ccccc1
-6,-1,95,-1,96,92,-3,-3,94,94,94,O=C1OC(C(=O)NCc2ccccc2)Cc2ccccc21 (stereo not given)
-7,-6,101,-4,99,99,-7,-11,97,99,99,Cc1ccccc1-n1c(SCc2csc(Nc3ccccc3)n2)nnc1-c1cccnc1
-6,-3,96,-7,98,99,0,-7,97,97,96,CCc1ccc(NC(=O)c2cnc(N3CCN(c4ccccn4)CC3)c3ccccc23)cc1
-16,-2,97,-8,97,104,-8,-6,98,100,98,CCOc1ccccc1CNS(=O)(=O)c1ccc2[nH]c(=O)sc2c1
-2,0,95,-1,94,95,-2,-11,94,98,97,CSc1ccccc1NC(=O)CSc1n[nH]c(C)c1[N+](=O)[O-]
9,-2,99,-7,98,96,-5,-27,92,92,95,CN1CCN(C(=S)NC(=O)c2ccc(S(=O)(=O)N3CCOCC3)cc2)CC1
-3,4,?,1,?,?,0,0,?,?,?,O=C(COc1ccc2oc(-c3ccccc3)cc(=O)c2c1)NCc1ccco1
-2,-2,99,-4,96,98,0,-6,96,94,93,COc1ccc(N2Cc3ccccc3/C2=N\C(=O)Nc2ccccc2)cc1
-9,-9,101,-11,99,103,-10,-8,97,97,98,CCC(C)NC(=O)CC1Oc2ccc(C)cc2NC1=O (stereo not given)
-2,-4,101,-4,100,104,-5,-4,100,100,98,Fc1ccc(-c2cc3nc4c(c(N5CCOCC5)n3n2)CCCC4)cc1
9,-1,96,-2,98,100,-1,-14,95,97,98,COc1ccccc1CCc1nnc(CCC(=O)NCCOc2cccnc2)o1
-4,0,91,0,97,98,0,0,96,97,100,O=C(Cn1nnc(-c2ccccc2)n1)NNC(=O)c1ccco1
-10,1,101,-1,99,102,-6,-7,99,102,99,CCOC(=O)c1nnn(-c2nonc2N)c1COc1c(C=O)cccc1OC
-5,0,100,-3,99,100,-4,-3,100,99,98,Cc1ccc(S(=O)(=O)N2CCCCC2)cc1C(=O)Nc1ccc2cn[nH]c2c1
-3,0,98,-1,101,101,-5,-3,98,100,98,COc1ccccc1NC(=O)CSc1nnc(C)n1CCc1ccccc1
-17,-6,102,-14,100,105,-17,-10,101,99,95,COC(=O)CSc1nnc(CNC(=O)Cc2ccccc2)n1C
-2,0,97,-3,98,95,-1,-13,98,94,94,Cc1ccc(NC(=S)N(CCCN2CCC(C)CC2)Cc2ccco2)cc1
-13,-4,99,-12,99,99,-10,-10,99,100,98,COC(=O)c1[nH]c2cccc(Cl)c2c1NC(=O)CN1CCCCC1C (stereo not given)
2,-2,99,-2,100,102,0,-1,98,100,97,O=C(c1ccccn1)N1CC=C(c2ccccc2)CC1
-21,-2,97,-6,98,101,-10,-8,96,100,100,CCN(CC)CCCNC(=O)CCc1ccccc1
-27,-7,104,-11,101,105,-7,-11,101,103,99,Cc1ccc2c(c1)nnn2C1CCN(C(=O)NC23CC4CC(CC(C4)C2)C3)CC1
-15,0,102,-7,102,104,-2,-2,100,103,102,COc1ccccc1NC(=O)/C=C/C(N)=O
-3,0,98,-5,98,99,0,-1,96,99,97,CCOC(=O)N1CCC(NC(=O)Cn2ncc3ccccc32)CC1
-2,0,99,-1,95,98,-2,-1,97,100,96,CSc1nc2ccccc2cc1/C=C(\C#N)c1ccc(Cl)cc1Cl
-19,-1,105,-9,100,108,-10,-13,99,102,102,Cc1c(NC(=O)OCCNC(=O)COc2c(Cl)cccc2Cl)sc(=S)n1C
0,0,96,-2,95,93,0,2,94,95,98,O=C(Nc1ccccc1F)N(CCCN1CCOCC1)Cc1cc2cc3c(cc2[nH]c1=O)OCCO3
-2,-6,102,-5,102,105,-2,-3,100,100,97,Cc1cc(=O)n2[nH]cnc2n1
-18,-2,97,-6,101,104,-13,-10,96,102,103,OC(CN(c1ccccc1)c1ccccc1)Cn1cnc2ccccc21 (stereo not given)
0,0,97,-3,95,103,-1,0,99,99,96,C/C(=N\NC(=O)c1ccc(NS(=O)(=O)c2cccs2)cc1)c1ccccc1
-2,-3,98,-4,99,103,-8,-6,97,100,99,CCCOc1ccc(C(=O)CCNc2cccc(Cl)c2)cc1
-6,-5,103,-7,99,107,-8,-12,99,98,101,COC(=O)CSc1nc(N)c2c3c(sc2n1)CCCC3
-4,-1,94,-2,96,94,-1,0,93,96,96,O=C(Oc1coc(CSc2ncccn2)cc1=O)c1ccccc1[N+](=O)[O-]
-4,2,100,0,98,100,0,-2,98,100,101,O=c1c(-c2ccccc2)[n+]([O-])c2ccccc2n1O
-2,-5,103,-2,102,101,0,-4,100,101,96,COc1cc(OC)cc(-n2nnnc2SCC(=O)N2CCCc3ccccc32)c1
-6,0,105,-4,101,106,-7,-8,102,102,98,O=C(Cc1cccs1)NCc1cn2ccccc2n1
-1,0,100,0,99,103,2,0,99,101,100,CC(=O)c1cc(CN2C(=O)CCC2=O)cs1
-8,-2,85,-8,80,84,-21,-12,83,86,86,COc1ccc(/C=C2\SC(N3CCc4ccccc4C3)=NC2=O)cc1
2,5,99,4,99,101,-1,2,98,100,99,COC(=O)C1=C(C)OC(N)=C(C#N)C1c1ccsc1 (stereo not given)
-9,2,103,4,102,107,-8,-6,101,103,100,O=C(Nc1cccc(O)c1)c1cc(S(=O)(=O)N2CCCC2)ccc1Cl
-11,0,96,-4,97,96,-8,-8,95,97,99,O=C(CNC(=O)OCc1ccccc1)Oc1cc2oc(=O)cc(-c3ccccc3)c2cc1Cl
.,.,102,.,101,107,?,.,101,103,99,COC(=O)c1ccccc1NC(=O)CSc1n[nH]c(C)n1
